# From PubChem
# Glioma ERSR ind – inducers of ER stress response in human glioma cells. U87-MG GRP78 promoter luciferase reporter, 16 h. Potency, µM, inactives show at the top dose activation, hits mostly activators. hit rate 0.02% among 420,000; further: potency means the concentration at half of the fitted maximal effect; series mostly up to about 76 µM; % of control where 0% means no effect; nearly all actives have a fitted effect of over 35% in size
#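 Stably transfected U87-MG glioma cells carrying a GRP78-based luciferase sensor; 16 h compound incubation. Luminescence end-point read 10 min after Bright-Glo addition at room temperature.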
# Vif-APOBEC3G blk – blocks the Vif interaction with human APOBEC3G; Potency, µM (titrated, usually from 46.1 µM), inactives show at the highest dose activity, negative = active, most hits filed as inhibitors; hit rate 0.076% among 410,000; Q9HC16; HeLa A3G-eYFP + Vif (tagged APOBEC3G with the HIV-1 protein that degrades it), YFP fluorescence, overnight;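 further: potency means the concentration at half of the fitted maximal effect; on the % scale 0 is the no-effect control and ±100 the full control effect; nearly all actives have a fitted effect of over 60% in size; hits raise eYFP signal because A3G escapes Vif-driven loss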
# Target sequence (Q9HC16 whole entry, looked up): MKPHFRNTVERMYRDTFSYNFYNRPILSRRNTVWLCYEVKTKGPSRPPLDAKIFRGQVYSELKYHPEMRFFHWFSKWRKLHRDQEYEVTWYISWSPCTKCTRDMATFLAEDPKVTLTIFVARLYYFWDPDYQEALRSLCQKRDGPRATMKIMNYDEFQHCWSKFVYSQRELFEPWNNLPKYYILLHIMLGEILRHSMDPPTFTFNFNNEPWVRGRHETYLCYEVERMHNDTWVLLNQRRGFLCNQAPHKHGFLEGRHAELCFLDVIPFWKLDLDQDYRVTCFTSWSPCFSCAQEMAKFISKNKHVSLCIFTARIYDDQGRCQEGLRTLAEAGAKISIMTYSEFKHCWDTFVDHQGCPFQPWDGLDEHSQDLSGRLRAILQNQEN
#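 HeLa cells stably expressing Vif and C-terminally eYFP-tagged A3G, seeded overnight at 37 deg C, then exposed to compound by pintool overnight at 37 deg C. Rise in yellow fluorescence (Ex 488/Em 500-530, Acumen) marks blocked Vif-driven A3G degradation.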
# LDHA inh – blocks human lactate dehydrogenase A; AID 1347041; activity change, % (values are at about 110 or 230 µM); purified LDHA, NADH/diaphorase-resazurin fluorescence; stronger effect = lower value; hit rate 0.15% among 480,000; P00338; in the data active means activity change below about -30%; inconclusive means mostly about -25% to -30%;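 further: plate controls were DMSO wells for no effect and wells without enzyme for full effect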
#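 Human LDH5 at 2 nM final in Tris HCl pH 7.4 with 0.06 mM NADH and 0.2 mM pyruvate, reacted 5 minutes at room temperature. Remaining NADH coupled via diaphorase/resazurin; resorufin fluorescence read at 0 and 20 minutes, normalized to enzyme-free and DMSO wells.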
# The depositor's hits bear a star; ? = inconclusive. Unless noted, the call rests on the fitted dose curve; in most records, active means well fitted curve in the direction sought with a large enough effect; inconclusive means small, poorly fitted or top-dose-only effect, or another doubt; inactive means no such curve, though single readings can be large; an effect the other way counts as inactive or inconclusive. Not all compounds are listed. The share of hits here may be higher or lower than overall.
SMILES,Glioma ERSR ind,Vif-APOBEC3G blk,LDHA inh
COC(=O)c1ccc2nc(-c3ccc(OC)c(OC)c3)c(Cc3ccsc3)n2c1,-3.6%,-0.4%,7.3
COc1ccccc1Cc1c(-c2ccco2)nc2ccc(Br)cn12,?,?,1.3
CC(=O)NC(c1ccccc1)c1nc(-c2cc(F)cc(F)c2)cs1 (stereo not drawn),-1.5%,0.1%,-2.6
C=C1NN(Cc2ccccc2)C(=O)N1c1ccc(OC)cc1,0.5%,2.2%,-4.5
O=C(Nc1cccc(Cl)c1Cl)c1csc([C@H]2C[C@H](O)[C@@H](CO)O2)n1,0.5%,-4.8%,-0.3
COc1ccc(C2=Nc3ccccc3NC(=O)C2N(C(=O)c2cc3ccccc3[nH]2)c2ccccc2)cc1 (stereo not drawn),-0.7%,-9.5%,1.9
CC(=O)N1CCN(Cc2cc(=O)oc3ccc4ccccc4c23)CC1,0.2%,2.1%,-0.2
CCNC(=O)C1(C)CCCCN1Cc1ccc(C#N)cc1 (stereo not drawn),-0.3%,-0.3%,-2.0
O=C(c1[nH]c(C(F)(F)F)nc1-c1ccccc1)N1CCc2ccccc2C1,-1.1%,-5.2%,-3.7
CCn1c(SCC(=O)NCc2ccco2)nnc1-c1cccc(N(C)C)c1,-4.6%,1.7%,3.9
CSc1nc(=O)[nH]c2nc[nH]c12,-2.5%,-0.4%,-3.0
COc1ccc(C(C)=O)cc1CC1(C)C(=O)Nc2ccc(-c3cccc(C(F)(F)F)c3)cc21 (stereo not drawn),-9.8%,-16.8%,4.3
CCN1CCN(C(C(=O)NC2CCCCC2)C2CC2)CC1 (stereo not drawn),-1.5%,-0.6%,-1.9
COc1ccc(Cl)c(-c2cc(C(=O)Nc3ccc(F)cc3)[nH]n2)c1,-0.9%,-3.7%,-2.4
Cn1c(=O)c2cc(NC(=O)CCc3ccccc3)ccc2n1Cc1cccc(C(F)(F)F)c1,-2.1%,-14.8%,-9.2
Cn1c(NCc2ccncc2)nc2cc(-c3ccsc3)sc2c1=O,4.5%,-3.8%,0.9
C[C@@H]1CN([C@H](C)CO)C(=O)CCCn2cc(nn2)CO[C@H]1CN(C)S(=O)(=O)c1cccs1,-1.4%,-1.7%,-11.5
CN(C)c1ccc(-c2ccnc3c2CC(C)(C(=O)NCc2cccs2)O3)cc1 (stereo not drawn),-0.5%,?,1.6
CNc1ccc(/C=C/c2ccnc3ccccc23)cc1,-2.0%,?,0.6
Cc1cnc(CNc2nc3cc(-c4ccccc4C)sc3c(=O)n2C)cn1,1.7%,-2.6%,0.8
OC[C@@H]1CN(Cc2ccc(F)cc2)C[C@H](n2cnc3c(N4CCN(c5ccccc5)CC4)ncnc32)O1,-3.7%,-1.0%,1.6
CCCNC(=O)C1(C)CCCN(Cc2csc3ccccc23)C1 (stereo not drawn),1.4%,-0.2%,-5.2
O=C(C[N+]12CN3CN(CN(C3)C1)C2)c1ccc(O)c(O)c1,-4.4%,3.0%,10.8
O=C(Nc1ccc2c(c1)OCCO2)C(c1cc2ccccc2o1)N1CCN(c2ccc(C(F)(F)F)cn2)CC1 (stereo not drawn),-7.0%,-7.2%,-4.1
CC(=O)Nc1ccc(CNc2nc(NC(C)C)nc3ccsc23)cc1,-4.4%,1.6%,-4.3

# (list continues)
SMILES,Glioma ERSR ind,Vif-APOBEC3G blk,LDHA inh
COc1ccc(OCCN2CCC(C(=O)NC(c3ccccc3)c3ccc4ccccc4n3)CC2)cc1 (stereo not drawn),-2.8%,-17.4%,1.5
Cc1ccc(S(=O)(=O)NC(=O)C2(C)CCN2C(=O)C2CC2)cc1 (stereo not drawn),-3.7%,0.4%,-5.2
CN(C)c1ccc(/C=C/c2ccnc3ccccc23)cc1Br,-0.7%,-20.2%,4.7
CSc1ccc(CN2CCC(C)(Oc3ccccc3C)C2)cc1 (stereo not drawn),-4.6%,3.4%,-0.1
Cc1ccc(CNCc2cn[nH]c2-c2ccc(C)cc2)cc1,-3.2%,3.7%,-0.1
COc1ccc(-c2nc3ccc(C)cn3c2Cc2cccc(Cl)c2)cc1OC,4.6%,-14.1%,-3.2
COc1cccc(C(O)c2nc(-c3ccc4ccccc4c3)cs2)c1 (stereo not drawn),3.9%,-6.3%,-4.0
COc1ncccc1-c1ccc2nncn2c1,2.8%,0.9%,-1.9
Cn1nc(C(C)(C)C)cc1N1C(=O)CCC1(C)C(=O)NC1CCCC1 (stereo not drawn),-4.8%,0.7%,-6.4
OC(CBr)CN1CCCCC1 (stereo not drawn),-3.8%,2.1%,3.5
c1cc(-c2ccc3[nH]ccc3c2)n2ccnc2c1,0.8%,?,0.7
NC(Cc1ccc(Cl)cc1)c1csc(Nc2ccc(C(F)(F)F)cn2)n1 (stereo not drawn),-11.2%,-5.5%,-0.6
CC1(Cc2ccccc2Cl)C(=O)Nc2c(Cl)ccc(Cl)c21 (stereo not drawn),4.6%,-6.4%,-1.0
CC(O)(c1ccc(F)c(F)c1)c1nc(-c2cccc(F)c2)cs1 (stereo not drawn),-6.2%,-11.7%,-1.9
Cc1ccc(Cc2c(-c3ccc(Cl)cc3)nc3cc(C)c(Br)c(C)n23)cc1,1.2%,-13.0%,-2.2
OC1c2c(F)cccc2N=C2CCCCN21 (stereo not drawn),1.1%,0.4%,-3.9
CCC(=O)N1CCCC1(C)C(=O)Nc1ccc2scnc2c1 (stereo not drawn),-2.8%,1.8%,2.3
O=C(NCc1ccccc1)c1cc(C2CCCN(C(=O)c3cccs3)C2)on1 (stereo not drawn),-1.9%,0.3%,-5.5
Cc1ccc2nc(C3CCCCC3)c(Cc3cccc(Cl)c3)n2c1,5.7%,-19.3%,-3.9
CC(=O)C1=CCC(c2ccc(C)cc2)N(S(=O)(=O)c2ccc(Cl)cc2)C1 (stereo not drawn),-0.6%,-5.6%,-2.8
CC1(C(=O)NS(=O)(=O)Cc2ccccc2C(F)(F)F)CCN1C(=O)c1cccc(F)c1 (stereo not drawn),-2.8%,-2.8%,-8.6
O=C(COC(=O)c1ccc2ncsc2c1)NC(=O)C1CCCCC1,-3.6%,1.4%,1.6
Cc1cnc(CNC(=O)c2csc([C@@H]3O[C@H](CO)[C@H](O)[C@H](O)[C@H]3O)n2)cn1,-4.9%,-2.4%,-3.8
COc1cccc(C(O)c2ncc(-c3cccc4ccccc34)[nH]2)c1 (stereo not drawn),-2.5%,-3.9%,-8.7
CC1(C(=O)NCc2cccc(Cl)c2)Cc2c(-c3ccccc3)ccnc2O1 (stereo not drawn),-3.2%,-13.5%,-15.4

# Overlap with the part before: 2 compounds, then new ones.
SMILES,Glioma ERSR ind,Vif-APOBEC3G blk,LDHA inh
COc1cccc(C(O)c2ncc(-c3cccc4ccccc34)[nH]2)c1 (stereo not drawn),-2.5%,-3.9%,-8.7
CC1(C(=O)NCc2cccc(Cl)c2)Cc2c(-c3ccccc3)ccnc2O1 (stereo not drawn),-3.2%,-13.5%,-15.4
CCCCN(C=O)c1c(CC)nc2ccc(C(=O)N3CCN(C)CC3)cn12,-1.9%,1.0%,-3.4
OC(c1ccc(Cl)cc1)c1ncc(-c2ccccc2Cl)[nH]1 (stereo not drawn),0.9%,-0.7%,-12.3
COc1ccc(-c2csc(C(NC(C)=O)c3ccccc3)n2)cn1 (stereo not drawn),-0.9%,1.1%,-0.1
CCNC(=O)C1(C)CCCN(C(=O)c2sccc2C)C1 (stereo not drawn),-5.1%,-6.3%,-7.7
OCC[C@@H]1C[C@H](O)[C@@H](O)[C@]2(OCc3cc(Cl)ccc32)O1,-3.3%,3.0%,-5.5
OC[C@@H]1CN(Cc2ccc3c(c2)OCO3)C[C@H](n2cnc3c(N4CCCC4)ncnc32)O1,1.6%,-2.3%,-1.0
CCC(=O)N1CCC1(C)C(=O)Nc1ccc(C)c(C)c1 (stereo not drawn),5.2%,-2.5%,-4.5
O=S1(=O)C[C@H](N2CCC(Cc3ccccc3)CC2)[C@@H](COCc2ccccc2)N1,-4.8%,0.1%,-4.2
CC1(C(=O)NS(=O)(=O)c2ccc3c(c2)CCO3)CCN1C(=O)CCc1ccc(Cl)cc1Cl (stereo not drawn),-3.1%,-7.5%,-7.3
c1ccc(N=c2nc(-c3ccccc3)n(-c3ccccc3)s2)cc1,3.9%,-11.2%,0.6
COc1cccc(CNc2nc(NCC3CC3)nc3ccsc23)c1,-4.3%,-2.4%,-7.0
CC1(C(=O)NS(=O)(=O)c2ccccc2C(F)(F)F)CCN1C(=O)C1CCCCC1 (stereo not drawn),-4.8%,-0.8%,-4.7
Cc1cccc(S(=O)(=O)NC(=O)C2(C)CCN2C(=O)CC2CCCCC2)c1 (stereo not drawn),-1.9%,-4.2%,-13.1
CC(C)n1c(=O)c2ccccc2n1Cc1cn(Cc2cccnc2)nn1,-1.9%,1.0%,-4.5
COc1ccccc1-c1cnc(C(O)c2ccc(F)c(F)c2)[nH]1 (stereo not drawn),0.0%,-0.9%,2.4
CC(C)C(=O)N1CCCC1(C)C(=O)Nc1ccc(F)cc1 (stereo not drawn),-3.7%,-2.3%,-8.5
CC1(C(=O)Nc2cccc(Oc3ccccc3)c2)CCN1Cc1ccccc1Cl (stereo not drawn),0.0%,0.0%,-5.1
CCC(c1nnnn1Cc1ccccc1)N(Cc1ccccc1)Cc1cc2cc(C)ccc2[nH]c1=O (stereo not drawn),4.4%,-6.3%,-5.2
CC(C)n1c(=O)c2ccccc2n1Cc1cn(C2CCCC2)nn1,-2.0%,0.1%,-2.0
COc1cccc(-c2cnc(C(O)c3ccc(SC)cc3)[nH]2)c1 (stereo not drawn),-0.2%,-5.7%,-6.5
CNc1c(Br)cc(/C=C2\C=Cc3ccccc32)cc1Br,13.4%,-4.5%,0.2
O=C(NCc1cccc(C(F)(F)F)c1)c1ccc2sc([C@@H]3O[C@H](CO)[C@@H](O)[C@H]3O)nc2c1,-6.8%,-4.0%,-14.8
CCCOc1ccc(F)cc1-c1cc(C(=O)Nc2ccc(OC)c(OC)c2)[nH]n1,-2.7%,1.5%,-0.3
COc1cc(CN2CCC(C(=O)NC(c3ccc(F)cc3)c3ccc4ccccc4n3)CC2)cc(OC)c1 (stereo not drawn),-12.0%,-26.5%,-4.0
CCOC(=O)C1=CCN(S(=O)(=O)c2ccccc2Cl)C1c1cccc(Br)c1 (stereo not drawn),-3.7%,-7.3%,-4.1

# Compound profiles, as listed above:
# Listed for CC1(C(=O)NS(=O)(=O)c2ccccc2C(F)(F)F)CCN1C(=O)C1CCCCC1 (stereo not drawn) = Glioma ERSR ind = -4.8%; Vif-APOBEC3G blk = -0.8%; LDHA inh = -4.7
# Listed for CCOC(=O)C1=CCN(S(=O)(=O)c2ccccc2Cl)C1c1cccc(Br)c1 (stereo not drawn) = Glioma ERSR ind = -3.7%; Vif-APOBEC3G blk = -7.3%; LDHA inh = -4.1

# Next results.
SMILES,Glioma ERSR ind,Vif-APOBEC3G blk,LDHA inh
COCCCNc1ccn2nc(-c3cccc(OCc4ccccc4)c3)cc2n1,-3.3%,-9.5%,-1.5
CC(C)C[C@H]1CNC(=S)N1C[C@H]1CCCN1C[C@H](Cc1ccccc1)N1C[C@H](Cc2ccc(O)cc2)N(CC2CCCCC2)C1=S,7.7%,-7.2%,-13.0
O=C1CN(CN2CCCCC2)C(=O)CN1CN1CCCCC1,1.0%,-1.4%,-4.7
Cn1c(=S)[nH]c2cc(C(=O)N3CCN(Cc4cccs4)CC3)ccc2c1=O,-5.6%,-2.1%,0.2
Cc1ccc(C(O)c2ncc(-c3ccccc3Cl)[nH]2)cc1 (stereo not drawn),0.0%,-4.7%,-5.5
CC1(Oc2cccc(Cl)c2)CCN(Cc2ccc(OC(F)(F)F)cc2)C1 (stereo not drawn),0.1%,-3.3%,-0.7
O=C(Nc1cccc(OC(F)(F)F)c1)C1Cc2c(-c3ccc4c(c3)OCO4)ccnc2O1 (stereo not drawn),-4.5%,-6.1%,-2.2
O=c1cc(CN2CCN(c3ccc(Cl)c(Cl)c3)CC2)c2ccccc2o1,-4.0%,-1.1%,-2.7
O=C(NC1CCCCC1)c1nc(C2CCNCC2)oc1-c1ccccc1,0.3%,-0.9%,-4.5
NC(c1csc(Nc2ncccn2)n1)C1CCCCC1 (stereo not drawn),-1.5%,3.2%,-10.6
Cc1ccc(F)c(S(=O)(=O)NC(=O)C2(C)CCN2C(=O)Cc2ccc(C(C)(C)C)cc2)c1 (stereo not drawn),-2.7%,-2.7%,1.0
OC[C@@H]1CN(CCN2CCOCC2)C[C@H](n2cnc3c(N4CCCC4)ncnc32)O1,0.4%,-2.9%,-3.2
COC(=O)c1cccc(CN2C(=O)C(C)Sc3ccc(C)cc32)c1 (stereo not drawn),3.1%,-3.5%,-3.4
COc1ccc(-c2csc(C(C)(O)c3ccc(OC)cc3)n2)cc1 (stereo not drawn),-0.2%,-24.7%,-2.7
CCCNC(=O)C1(C)CCN(C(=O)c2ccc3sccc3c2)C1 (stereo not drawn),-2.5%,-3.4%,-0.7
